TRPC6 act: activates the mouse TRPC6 cation channel; HEK293-TRPC6 membrane potential dye fluorescence; hits give high values; B-score at 10 µM; 310,000 tested, 0.13% active; AID 2550;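 active = B-score of the integrated fluorescence ratio above library mean plus 3 SD, and starting fluorescence ratio within library mean plus 5 SD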;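 also: higher score means more depolarization so channel activation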
TRPC4 potent: allosterically enhances the mouse TRPC4 cation channel | HEK293 TRPC4beta/mu-opioid, DAMGO EC20, Fluo-4 Ca2+ flux; hits give high values | 310,000 tested, 0.42% active | AID 2227 | B-score at 10 µM | Q9QUQ5;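 active = B-score of calcium response area above 5 SD of library B-scores, with initial fluorescence ratio within 5 SD of library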;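 also: B-score of integrated fluorescence ratio over time as area under calcium response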
ANO1 block: inhibitors of mouse TMEM16A calcium-activated chloride channel | Q8BHY3 | 310,000 tested, 1.2% active | HEK293 TMEM16A/YFP iodide influx fluorescence, ionomycin | normalized B-score (activity score, 25-100; higher = stronger inhibition) at 10 µM | AID 588511;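 active = ratio plate-corrected score three or more library SD toward inhibition, starting fluorescence score within five deviations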;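 also: score derived from kinetic fluorescence span divided by baseline fluorescence per well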
MrgX1 antagonist: human MrgX1 receptor antagonism, primary screen. Q96LB2. MRGX1-HEK293 calcium flux, Fluo-4, BAM8-22 antagonism; hits give low values. B-score at 10 µM. 310,000 tested, 1.3% active. AID 588676;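 active = calcium-response B-score plate-corrected more than 3 library SD below zero, starting fluorescence within 5 deviations, no agonist response on first addition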;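 also: peak minus trough fluorescence over baseline after final BAM8-22 challenge near maximal dose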
Target sequence (Q96LB2 whole entry, looked up): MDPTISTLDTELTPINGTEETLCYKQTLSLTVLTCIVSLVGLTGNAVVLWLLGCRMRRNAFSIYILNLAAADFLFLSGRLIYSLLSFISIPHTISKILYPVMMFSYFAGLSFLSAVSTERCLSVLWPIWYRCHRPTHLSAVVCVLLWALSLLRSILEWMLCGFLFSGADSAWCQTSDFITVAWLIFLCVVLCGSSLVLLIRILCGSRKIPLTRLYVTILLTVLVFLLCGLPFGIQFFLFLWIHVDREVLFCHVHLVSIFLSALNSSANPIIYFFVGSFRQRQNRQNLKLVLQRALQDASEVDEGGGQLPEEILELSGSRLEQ
TRPC4 inh: TRPC4 (mouse) channel inhibition | Q9QUQ5 | HEK293 TRPC4beta/mu-opioid, DAMGO-evoked Fluo4 calcium flux; hits give low values | B-score at 10 µM | 300,000 tested, 0.39% active | AID 2247;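 active = B-score over 3 SD under the library average, no early fluorescence shift, positive overall ratio signal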
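Test system – stable TRPC4beta/mu-opioid receptor HEK293 cells · Probe or stimulus – DAMGO, a submaximal dose followed by a maximal one · Dosing – one concentration per compound · Signal – Fluo4 calcium fluorescence by kinetic imaging, 5 s 1 Hz baseline · Evaluation – per-well B score of integrated baseline-normalized Fluo4 ratio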
RGS4 inh: human RGS4 inhibition | HEK293 M3R/RGS4 inducible, Fluo-4 calcium flux; hits give high values; triggered by carbachol at its EC20 | P49798 | B-score at 10 µM | 310,000 tested, 0.45% active;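 active = B-score, a plate-corrected calcium signal, over three deviations above library mean, with baseline fluorescence within five deviations of library mean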;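 also: RGS4 expression induced by doxycycline in cells with stable M3 receptor; B-score is computed from the integrated fluorescence ratio over baseline after carbachol; higher B-score means a larger calcium signal and so more RGS4 inhibition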
Target sequence (P49798 whole entry, looked up): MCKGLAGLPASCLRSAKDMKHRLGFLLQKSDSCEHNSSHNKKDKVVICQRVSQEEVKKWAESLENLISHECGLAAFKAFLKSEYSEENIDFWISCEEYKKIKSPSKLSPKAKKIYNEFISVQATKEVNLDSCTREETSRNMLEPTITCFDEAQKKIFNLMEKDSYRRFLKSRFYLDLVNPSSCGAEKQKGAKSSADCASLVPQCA
TRPC4 act: activators of mouse TRPC4 channel; Q9QUQ5; HEK293 TRPC4beta/mu-opioid, Fluo4 calcium fluorescence; hits give high values; B-score at 10 µM; 310,000 tested, 0.49% active;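 active = B-score above 5 SD of library B-scores, and initial fluorescence ratio not above library mean plus 5 SD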;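 also: positive B-score marks a calcium rise read as TRPC4 activation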
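Technique: kinetic Fluo4 calcium fluorescence; Test system: TRPC4beta and mu-opioid receptor HEK293 stable cells; Measure: B-scored integrated calcium fluorescence ratio; Benchmarks: low control buffer alone, high control maximal DAMGO; Schedule: 45 min room-temperature Fluo4 loading, 110 s read.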
TMEM16A act: activates or potentiates the mouse TMEM16A chloride channel; HEK293 TMEM16A/YFP-H148Q/I152L, iodide quench fluorescence; hits give low values; B-score at 10 µM; 340,000 tested, 0.3% active; AID 623877;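 active = fluorescence-ratio B-score plate-corrected deviation score at least 3 library SD below zero, with starting fluorescence score within 5 deviations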;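 also: channel opened by trigger with iodide after compound preincubation; score built on the fluorescence ratio of max minus min over baseline; more negative score means more quench and so TMEM16A activation or potentiation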
MrgX1 ag: agonists of human MrgX1 receptor; Q96LB2; MrgX1-HEK293 cells, Fluo-4 calcium fluorescence, agonist mode; hits give high values; B-score at 10 µM; 310,000 tested, 0.44% active;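 active = calcium response B-score plate-corrected fluorescence ratio at least 3 library SD, with starting fluorescence B-score inside 5 SD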
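Assay system: MrgX1-expressing HEK293 cells / Amount: fifteen thousand cells per well / Doses: test compound in the initial addition of three / Timing: cells plated overnight, dye loaded 0.5 h 37 °C, 0.5 h room temperature / Technique: kinetic calcium dye fluorescence, Fluo-4 NW / Control set: positive and negative controls per plate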
MrgX1 allo act: human MrgX1 positive allosteric modulation, primary screen | MrgX1-HEK293, Fluo-4 calcium flux, FDSS; hits give high values | B-score at 10 µM | 310,000 tested, 0.63% active | AID 588675;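 active = plate-corrected calcium response at least 3 library SD above typical, normal starting fluorescence, not activating the receptor alone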;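 also: compound read alongside a low EC10 to EC30 dose of BAM8-22 agonist; peak minus trough fluorescence over baseline measured at the second addition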
TRPC6 inhibitor: inhibitors of mouse TRPC6 channel; Q61143; HEK293-TRPC6, membrane potential dye, ACh-evoked depolarization; hits give low values; B-score at 10 µM; 310,000 tested, 1.1% active; AID 2553;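 active = B-score under library mean minus 3 SD, initial fluorescence not abnormally high, positive integrated signal ratio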;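 also: B-score derived from integrated fluorescence ratio over the kinetic read; more negative B-score means stronger inhibition of depolarization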
* hit, by the source's call; i = inactive; / = not tested or not shown. The order is random; 5.8% or so of the library scored in one or more.

Compound	RGS4 inh	TRPC6 act	TRPC4 inh	TRPC4 potent	MrgX1 antagonist	TMEM16A act	MrgX1 allo act	MrgX1 ag	TRPC4 act	TRPC6 inhibitor	ANO1 block
COc1cccc(CN2CCC(n3nccc3NC(=O)CCCc3ccccc3)CC2)c1O	i	i	i	i	i	i	i	i	i	i	i
CCOC(=O)Nc1ccc(S(=O)(=O)N2CCC(C)CC2)cc1	i	i	i	i	i	i	i	i	i	i	i
CCC(=O)Nc1ccc2nc(C3CC3)n(Cc3ccc(C(C)(C)C)cc3)c(=O)c2c1	i	i	i	i	i	i	i	i	i	i	i
Cc1ccsc1C1C2=C(CCCC2=O)Nc2ncnn21 (configuration not stated)	i	i	i	i	i	i	i	i	i	i	i
CN1C(C(=O)NCc2cccc(C(F)(F)F)c2)CC2Cn3c(nc4cc(Cl)c(Cl)cc43)C21 (configuration not stated)	i	i	i	i	i	i	i	i	i	i	i
Cc1ccc(OCC(=O)Nc2ccccc2F)cc1C	i	i	i	i	i	i	i	i	i	i	i
COc1ccccc1NC(=O)C(=O)NCC1COc2ccccc2O1 (configuration not stated)	i	i	i	i	i	i	i	i	i	i	i
CN1CCN(C(=S)c2cn(Cc3ccccc3F)c3ccccc23)CC1	i	i	i	i	i	i	i	i	i	i	i
C=C1CC[C@@H]2[C@](C)(CO)[C@H](O)CC[C@@]2(C)[C@@H]1/C=C/C1=CCOC1=O	i	i	i	i	i	i	i	i	i	i	i
CNC(=O)N(c1ccccc1)c1ccccc1	i	i	i	i	i	i	i	i	i	i	i
Cc1ccccc1C(=O)Nc1c2c(nn1C(C)(C)C)CS(=O)(=O)C2	i	i	i	i	i	i	i	i	i	i	i
CC(NC(=O)c1cc(S(=O)(=O)N(C)C)ccc1Cl)C1CC2CCC1C2 (configuration not stated)	i	i	i	i	i	i	i	i	i	i	i
Cc1cc(C)c2sc(NC(=O)C3=COCCO3)nc2c1	i	i	i	i	i	i	i	i	i	i	i
COc1cc(NS(=O)(=O)c2ccc(NC(=O)c3ccc(S(=O)(=O)N4CCCCC4)cc3)cc2)ncn1	i	i	i	i	i	i	i	i	i	i	i
O=C1NC(=Nc2ccccc2Cl)S/C1=C\c1cccc([N+](=O)[O-])c1	i	i	i	i	i	i	i	i	i	i	25*
CCOC(=O)c1ccc(NC(=O)CCSCCc2ccccn2)cc1	i	i	i	i	i	i	i	i	i	i	i
CC(C)NC(=O)NC(=O)COC(=O)CCOc1ccccc1	i	i	i	i	i	i	i	i	i	i	i
Cc1nn(-c2ccccc2)c(C)c1/C=N/NC(=O)c1cc(-c2cccc3ccccc23)n[nH]1	i	i	i	i	i	i	i	i	i	i	i
COc1ccc(OC)c(S(=O)(=O)NC2CCN(Cc3ccccc3)CC2)c1	i	i	i	i	i	i	i	i	i	i	i
OC(CN1C2=NCCCN2c2ccccc21)c1ccc(Cl)cc1 (configuration not stated)	i	i	i	i	i	i	i	i	i	i	i
O=C(O)c1cc(S(=O)(=O)N2CCCCC2)sc1Cl	i	i	i	i	i	i	i	i	i	i	i
NC(=O)C1(N2CCCCC2)CCN(Cc2ccccc2Cl)CC1	i	i	i	i	i	i	i	i	i	i	i
Cc1cccc(OCCN2C(=O)c3ccccc3C2=O)c1	i	i	/	i	i	i	i	i	i	i	i
CC(=O)Nc1ccc(Oc2ncccn2)cc1	i	i	i	i	i	i	i	i	i	i	i
CC(C)Oc1cccc(C(=O)NC(=S)Nc2ccc3c4c(cccc24)CC3)c1	i	i	i	i	i	i	i	i	i	i	i
O=C(Nc1nnc(C2CC2)s1)c1cccc(S(=O)(=O)N2CCc3ccccc32)c1	i	i	i	i	i	i	i	i	i	i	i
C(=C\c1ccccn1)/c1ccccn1	i	i	i	i	i	i	i	i	i	i	i
Cc1ccc2c(c1)C(c1ccc(N3CCOCC3)cc1)=NNC(c1cccs1)=N2	i	i	i	i	i	i	i	i	i	i	i
Cc1cc(C)nc(SCC(=O)Nc2ccc(S(=O)(=O)Nc3cc(C)on3)cc2)n1	i	i	i	i	i	i	i	i	i	i	i
CCOc1ccc(N(C(=O)CNC(=O)c2cccs2)C(C(=O)NCC2CCCO2)c2ccc(OC)c(OC)c2)cc1 (configuration not stated)	i	i	i	i	i	i	i	i	i	i	i
COC(=O)c1nc(NC(=O)c2ccccc2)n[nH]1	i	i	i	i	i	i	i	i	i	i	i
O=C(NNc1ccccc1[N+](=O)[O-])Nc1ccc(F)cc1	i	i	i	i	i	i	i	i	i	i	i
O=C(O)C1C(c2ccccc2)C(C(=O)Oc2ccccc2)C1c1ccccc1 (configuration not stated)	i	i	i	i	i	i	i	i	i	i	i
O=C(COc1cccc(NC(=O)c2ccco2)c1)c1ccc(F)cc1	i	i	i	i	i	i	i	i	i	i	i
Cc1cc2cc(CNC(=O)c3ccc(S(=O)(=O)N(C)C)cc3)ccc2n1C	i	i	i	i	i	i	i	i	i	i	i
O=C(O)CC(Cc1ccc(Cl)cc1)C(=O)Nc1cc(Cl)ccc1Cl (configuration not stated)	i	i	i	i	i	i	i	i	i	i	i
CC1CCCC(NC(=O)COC(=O)c2ccc(N(C)C)cc2)C1C (configuration not stated)	i	i	i	i	i	i	i	i	i	i	i
C/C(=N\NC(=O)c1ccccc1F)c1cccc(NC(=O)c2ccc(C)cc2)c1	i	i	i	i	i	i	i	i	i	i	i
CCc1nnc(NC(=O)CSc2nnc3c(C)cc4c(C)ccc(C)c4n23)s1	i	i	i	i	i	i	i	i	i	i	i
CCN(CC)C(=O)C1CCCN(C(=O)c2cc(COc3cccc(OC)c3)on2)C1 (configuration not stated)	i	i	i	i	i	i	i	i	i	i	i
O=c1cc(C(O)C[N+](=O)[O-])occ1OCc1ccccc1 (configuration not stated)	i	i	i	i	i	i	i	i	i	i	i
CC(=O)Nc1ccc(C(=O)OCc2ccc(Cl)c(Cl)c2)cc1	i	i	i	i	i	i	i	i	i	i	i
O=S(=O)(N/N=C/c1ccc2c(c1)OCCO2)c1ccc(Cl)cc1	i	i	i	i	i	i	i	i	i	i	i
O=C(CSc1nc2cc(C(=O)O)ccc2c(=O)n1-c1ccc(F)cc1)Nc1ccc(F)c(F)c1F	i	i	i	i	i	i	i	i	i	i	i
O=C1C2CCCN2C(c2ccccc2F)N1c1ccc(Cl)cc1 (configuration not stated)	i	i	i	i	i	i	i	i	i	i	i
O=C(c1ccc(S(=O)(=O)N2CCC(c3nc4ccccc4s3)CC2)cc1)N1CCOCC1	i	i	i	i	i	i	i	i	i	i	i
O=C(NCCCNCc1ccccc1)c1ccncc1	i	i	i	i	i	i	i	i	i	i	i
O=C(N/N=C/c1ccc(F)cc1)c1c(O)c2ccccc2[nH]c1=O	i	i	i	i	i	i	i	i	i	i	i
O=C(O)CCC(=O)NNc1nc(-c2ccccc2)c2cc(Cl)ccc2n1	i	i	i	i	i	i	i	i	i	i	i
OC(CNCCCCNCC(O)C(F)(F)F)C(F)(F)F (configuration not stated)	i	i	i	i	i	i	i	i	i	i	i
COc1cc(O)cc(O)c1C(=O)/C=C/c1ccccc1	i	i	i	i	i	i	i	i	i	i	i
Cc1csc2c(SCC(=O)NNS(=O)(=O)c3cccc(C(F)(F)F)c3)ncnc12	i	i	i	i	i	i	i	i	i	i	i
CC(=O)NC(CCS(C)(=O)=O)C(=O)Nc1ccccc1C (configuration not stated)	i	i	i	i	i	i	i	i	i	i	i
Cc1cccc(NC(=O)N(Cc2nc3ccccc3c(=O)[nH]2)C2CCCC2)c1	i	i	i	i	i	i	i	i	i	i	i
CCCCOc1nc2ccccc2nc1C(C#N)S(=O)(=O)c1ccccc1 (configuration not stated)	i	i	i	i	i	i	i	i	i	i	i
COc1ccc(Nc2ncccc2C(=O)Nc2ccccc2)cc1	i	i	i	i	i	i	i	i	i	i	i
CC1CC/C(=C\c2ccc3c(c2)OCO3)C(=O)/C1=C/c1ccc2c(c1)OCO2 (configuration not stated)	i	i	i	i	i	i	i	i	i	i	i
COc1ccccc1C(=O)NC(=O)COc1cc(Cl)ccc1Cl	i	i	i	i	i	i	i	i	i	i	i
COc1ccc(NC(=O)CNC(=O)c2nn(-c3ccc(OC)cc3OC)c(=O)c3ccccc23)c(OC)c1	i	i	i	i	i	i	i	i	i	i	i
Cc1ccc(-c2csc(C(C#N)=C3CCCC3)n2)cc1	i	i	i	i	i	i	i	i	i	i	i

(continued)
Compound	RGS4 inh	TRPC6 act	TRPC4 inh	TRPC4 potent	MrgX1 antagonist	TMEM16A act	MrgX1 allo act	MrgX1 ag	TRPC4 act	TRPC6 inhibitor	ANO1 block
COc1ccc(N2CC(C(=O)Nc3nnc(SCC(=O)N4CCCC4)s3)CC2=O)cc1 (configuration not stated)	i	i	i	i	i	i	i	i	i	i	i
COc1ccc(-c2noc(N3CCC(C(=O)Nc4ccc(OC)cc4OC)CC3)n2)cc1	i	i	i	i	i	i	i	i	i	i	i
O=C1C2C3C=CC(C3)C2C(=O)N1Nc1ccccc1 (configuration not stated)	i	i	i	i	i	i	i	i	i	i	i
CC(C)c1ccc(NC2CCCN(C(=O)c3ccnn3C)C2)cc1 (configuration not stated)	i	i	i	i	i	i	i	i	i	i	i
O=C(CCOc1ccccc1F)N1CCN(c2ccccc2O)CC1	i	i	i	i	i	i	i	i	i	i	i
